# LYP act: LYP phosphatase activators, primary screen, biochemical, DiFMUP fluorescence, 2 µM; Tyrosine-protein phosphatase non-receptor type 22 (Homo sapiens), Q9Y2R2; recombinant LYP; 0 = plate median, 100 = signal doubled; activation, % at 2 µM; actives 0.11% (n = 96,000); AID 697, 2007;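 active means activation at 2 µM above a set limit, the mean plus 5 SD, cut at about 37% in these data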
# cytoskel mod: modifiers of F-actin cytoskeleton organization, primary screen, imaging, HUVEC, phalloidin staining, high-content imaging. actives 0.18% (n = 91,000). HUVEC TNFa F-actin phalloidin imaging. inhibition, % at 2 µM;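 active means inhibition above the batch mean plus 3 SD and confirmed as a hit by visual image inspection, cut at about 30% in these data, passing the limit was not always enough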; further: strong numbers were not always called active
# PLK1 kinase inh: human PLK1 kinase inhibitors, primary screen, biochemical, TR-FRET. recombinant PLK1 kinase, TR-FRET peptide phosphorylation. Serine/threonine-protein kinase PLK1 (Homo sapiens), P53350. AID 619, 2007. actives 0.53% (n = 97,000). inhibition, % at 10 µM;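 active means inhibition of 50% or more in the single-concentration screen; inactive means inhibition below 50%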;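 further: 0% = DMSO max control and 100% = H-89 dihydrochloride min control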
# FAK blocker: FAK kinase inhibitors, primary screen, biochemical; biochemical FAK kinase activity assay; AID 727, 2007; Focal adhesion kinase 1 (Homo sapiens), Q05397; inhibition, %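 (tested at 7 µM)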; actives 0.84% (n = 97,000); in the data active means inhibition above about 19%;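 further: 0% = DMSO and 100% = reference compound high control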
# Target sequence (Q05397 whole entry, looked up): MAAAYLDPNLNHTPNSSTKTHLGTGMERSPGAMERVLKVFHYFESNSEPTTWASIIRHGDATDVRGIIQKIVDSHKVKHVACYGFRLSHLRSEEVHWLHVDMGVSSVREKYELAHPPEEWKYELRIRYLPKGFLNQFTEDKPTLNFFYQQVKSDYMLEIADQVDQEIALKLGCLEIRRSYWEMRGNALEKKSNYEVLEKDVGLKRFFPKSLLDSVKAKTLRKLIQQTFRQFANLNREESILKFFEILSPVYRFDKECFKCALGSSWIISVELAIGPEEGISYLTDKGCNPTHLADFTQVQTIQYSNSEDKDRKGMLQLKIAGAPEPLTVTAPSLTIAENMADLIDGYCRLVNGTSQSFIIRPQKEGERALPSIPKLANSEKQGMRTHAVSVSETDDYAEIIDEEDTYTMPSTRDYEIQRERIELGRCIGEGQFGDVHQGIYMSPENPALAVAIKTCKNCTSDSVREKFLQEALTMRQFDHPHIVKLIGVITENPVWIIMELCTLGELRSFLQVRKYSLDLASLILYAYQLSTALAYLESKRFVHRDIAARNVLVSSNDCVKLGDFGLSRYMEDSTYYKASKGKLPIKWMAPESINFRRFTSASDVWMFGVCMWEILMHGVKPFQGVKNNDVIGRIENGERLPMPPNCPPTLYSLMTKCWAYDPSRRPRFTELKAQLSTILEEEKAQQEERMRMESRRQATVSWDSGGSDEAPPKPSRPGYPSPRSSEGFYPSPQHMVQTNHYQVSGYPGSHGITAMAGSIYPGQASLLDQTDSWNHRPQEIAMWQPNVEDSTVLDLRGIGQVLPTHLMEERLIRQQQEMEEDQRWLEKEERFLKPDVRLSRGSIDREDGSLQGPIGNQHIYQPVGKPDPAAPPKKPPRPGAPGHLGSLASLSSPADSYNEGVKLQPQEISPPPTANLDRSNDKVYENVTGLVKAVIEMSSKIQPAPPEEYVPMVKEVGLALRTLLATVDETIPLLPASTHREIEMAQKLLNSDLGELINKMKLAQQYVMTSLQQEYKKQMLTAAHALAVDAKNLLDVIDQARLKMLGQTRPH
# PTK2B oligo ant: antagonists of Pyk2 self-association, primary screen, Q293 cells, FERM NanoBiT luminescence, HTS | Protein-tyrosine kinase 2-beta (Homo sapiens), Q14289 | active compounds read low | z-score (the deposit names both 25 µM and 10 µM) | actives 0.83% (n = 99,000) | AID 1347419, 2020;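 active means Z-score of -3 or lower, scaled per plate to the spread of control and sample wells; inactive means z-score above -3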;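 further: negative z-score means lost luminescence so less FERM oligomerization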
# LYP inh 2: PTPN22 phosphatase inhibitors, primary screen, biochemical, DiFMUP fluorescence, 2 µM | Tyrosine-protein phosphatase non-receptor type 22 (Homo sapiens), Q9Y2R2 | recombinant LYP catalytic domain | inhibition, % at 2 µM | actives 0.21% (n = 96,000) | AID 640, 2007;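 active means inhibition at 2 µM at or above a set limit, the screen mean plus 3 SD, cut at about 24% in these data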;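 further: 0% = DMSO with enzyme and 100% = enzyme fully blocked by orthovanadate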
# EphB4 ephrin blk: EphB4-ephrin-B2 interaction antagonists, primary screen, biochemical, TNYL-RAW peptide probe, fluorescence polarization; EphB4 LBD / TNYL-RAW-Alexa532 peptide; actives 0.15% (n = 97,000); Ephrin type-B receptor 4 (Homo sapiens), P54760; inhibition, % at 7 µM;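 active means inhibition above the screen-wide mean inhibition plus 3 SD, cut at about 15% in these data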;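 further: 0% = DMSO wells and 100% = excess unlabeled TNYL-RAW peptide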
# PLK1 PBD inh: Plk1 polo box domain binding inhibitors, primary screen, biochemical, fluorescence polarization. Plk1 PBD phosphopeptide binding. inhibition, %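 (tested at about 20 µM)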. actives 0.13% (n = 97,000); in the data active means inhibition above about 34%, passing the limit was not always enough
# Rev-RRE block: HIV-1 Rev-RRE binding inhibitors, primary screen, biochemical, FRET, protein-RNA interaction; Rev peptide-RRE RNA binding; inhibition, % at 8 µM; actives 0.79% (n = 97,000); AID 704, 2007;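 active means inhibition above the screen-wide mean plus 3 SD, cut at about 35% in these data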;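 further: 0% = median DMSO wells and 100% = median Neomycin B control wells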
#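 Probe or stimulus: fluorescein-Rev peptide as binding partner; assay system: Cy5-tagged RRE RNA duplex with fluorescein-tagged Rev peptide; timing: 5 min compound–RNA preincubation, then 15 min with peptide, 25 °C; medium: HEPES pH 7.5 buffer with KCl, MgCl2, NaCl and EDTA; signal: fluorescein-to-Cy5 FRET, 480 nm excitation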
# The depositor's hits bear a star; / = no result given. Random draw from the library. Share with any hit: about 3.5%.
SMILES,LYP act,cytoskel mod,PLK1 kinase inh,FAK blocker,PTK2B oligo ant,LYP inh 2,EphB4 ephrin blk,PLK1 PBD inh,Rev-RRE block
CCCCn1c(SCc2ncc(-c3ccccc3)o2)nc2cc(S(N)(=O)=O)ccc21,11,13,5,-2,0.14,-14,-4,1,8
Cc1nc2ccccc2nc1OCC(=O)Nc1cc(C(F)(F)F)ccc1N1CCOCC1,-2,-6,-9,1,-0.15,-1,6,0,14
NC(=O)c1ccc(NC(=O)C2CCCO2)cc1 (stereo not given),-2,-24,-8,0,-0.2,4,-1,-10,2
CSc1c(-c2ccccc2)nc2ccc(Cl)cc2c1C(=O)O,0,36,-19,0,0.09,3,-6,-3,3
O=C(Nc1ccc2c(c1)OCO2)C1CC(c2ccccc2Cl)=NO1 (stereo not given),11,5,-6,3,0.2,-15,-1,-8,0
CCOC(=O)N1CCC(NC(=O)c2cc(C(=O)Nc3cccc(OC)c3)ccc2CO)CC1,8,/,-11,-6,0.76,-8,-10,-18,3
O=C(O)c1cnc(-c2ccccc2)nc1Sc1ccc(Cl)cc1,8,-31,-9,-10,-1,-4,-9,23,-3
O=C(c1ccc(=O)n(Cc2ccc(Cl)c(Cl)c2)c1)N1CCOCC1,8,6,-10,-1,-0.05,-6,5,-22,6
COc1ccc(OC)c(-n2c(=S)[nH]c3cc(C(=O)NCCCN4CCCC4=O)ccc3c2=O)c1,-2,12,-6,7,/,4,6,-11,1
CNC(=O)C12CCC(C)(c3nc4cc(C)c(C)cc4nc31)C2(C)C (stereo not given),0,-6,-5,3,0.73,-2,5,25,-1
Cc1ccc(S(=O)(=O)c2cc3ccccc3oc2=Nc2ccc3c(c2)OCO3)cc1,5,6,-2,-4,-1,-1,1,16,3
CCCNC(=O)NC(=O)COC(=O)c1ccc(OC)c(S(=O)(=O)N2CCCc3ccccc32)c1,-3,4,-6,-1,-2.5,2,-6,5,5
O=C(Nc1nonc1NC(=O)C1CCCCC1)C1CCCCC1,-6,-12,-4,0,0.33,2,1,-23,1
CCOc1ccccc1N(C(=O)c1snc(C(N)=O)c1N)C(C(=O)NC1CCCC1)c1ccco1 (stereo not given),-8,-47,0,3,-0.96,6,7,9,1
COc1ccccc1NS(=O)(=O)c1ccc(OC)c(OC)c1,1,-1,-11,0,0.12,-4,1,-11,8
Cc1csc(NC(=O)C2CCCN(S(=O)(=O)c3ccc(Br)s3)C2)n1 (stereo not given),-2,5,-1,-3,0.27,4,-2,6,12
Cc1oc(C)c2c(=O)ccc3c(c12)OC(N)=C(C#N)C3c1ccccc1 (stereo not given),-4,32,-4,6,0.15,2,0,-151,60*
CCOC(=O)c1c(C)nc2c(C#N)cnn2c1C,11,-30,-9,1,0.38,-12,-4,-13,2
Cn1ncc2c1ncn1nc(CCc3ccccc3)nc21,-6,33,4,-1,0.8,6,-2,-29,3
COc1cc(CCC(=O)Nc2cc(Cl)ccc2N2CCN(C)CC2)cc(OC)c1OC,-6,-26,-5,-9,0.24,9,-5,0,2
CCNc1nc(N2CCCCC2)nc(-n2nnc(C(=O)OCC)c2C)n1,-5,0,-6,-2,-1.4,8,1,3,9
CCOc1ccccc1N(CC(=O)N1CCOCC1)S(=O)(=O)c1ccccc1,5,-14,-5,1,0.1,-6,-5,-25,-1
CCCCN(CCCC)S(=O)(=O)c1ccc(C(=O)Nc2nnc(COC)o2)cc1,3,-4,-13,-2,-1.9,-5,-1,-1,-2
O=C(NCCCn1ccnc1)c1ccc(Cl)c(S(=O)(=O)N2CCOCC2)c1,10,-23,-13,4,-0.07,-9,-7,0,2
CC(=O)NC1(c2ccccc2)CCN(C(=O)N2CCOCC2)CC1,-3,4,-34,0,0.67,5,0,-3,6
CN(C)CCC(O)(c1ccccc1)c1ccccc1,-10,/,-5,1,-0.28,13,3,0,5
O=C(Nc1ncc2c(n1)-c1ccccc1CC2)c1ccccc1,7,/,-7,4,1.1,-5,-1,-24,-5
Cc1ccccc1OCc1nnc(SCC(=O)N2c3ccccc3Sc3ccc(Cl)cc32)o1,5,-79,4,-1,-0.27,-4,-2,-25,11
CCOC(=O)C1CCN(C(=O)COc2ccc(S(=O)(=O)NC(C)C)cc2)CC1,13,-3,-3,-3,1.1,-19,-2,-7,0
Cc1ccc(NC2=NC(c3ccccc3)n3c(nc(C)cc3=O)N2)cc1 (stereo not given),-13,-2,-16,0,-0.93,12,2,-14,11
COc1cccc(C(=O)NCc2cn3ccsc3n2)c1,-15,-4,-1,-3,/,14,4,-13,9
Cc1nn(Cc2cccc(F)c2)c(C)c1NC(=O)c1ccc(COc2ccccc2Cl)cc1,0,-21,-11,2,-2.1,-5,7,2,5
CCSc1nnc(NC(=O)C(C)(C(F)(F)F)C(F)(F)F)s1,5,-11,-19,-3,-1.4,-9,-3,0,10
CN(C)c1ccc(C(=O)C(O)c2ccccc2)cc1 (stereo not given),8,13,-5,-4,1.4,-2,2,-6,7
O=S1(=O)C=C(N2CCCCC2)c2ccccc21,8,-20,-8,-5,-1.3,-9,-4,10,0
COc1ccc(OC)c(-c2[nH]nc3c2C(c2ccco2)C(C#N)=C(N)O3)c1 (stereo not given),-10,12,-8,4,0.3,7,-1,4,10
CN(Cc1nc(-c2ccccn2)no1)S(=O)(=O)c1ccccc1,2,-6,-3,0,0.23,-4,10,-7,9
CCN(CC)CCNc1nc(-c2ccccc2)nnc1C(F)(F)F,-8,18,-10,-2,0.01,12,5,-2,10
CN(C)c1ccc(/C=C(/NC(=O)c2ccccc2)C(=O)N/N=C/c2ccc([N+](=O)[O-])c(O)c2)cc1,1,15,-9,20*,-0.75,-4,13,-13,5
CC(CCc1ccccc1)NC(=O)C1CCN(S(=O)(=O)N2CCCCC2)CC1 (stereo not given),12,8,-18,0,1.6,-15,-4,11,-2

# Arranged by value in PLK1 PBD inh (smallest number first): 4 from the list above
SMILES,LYP act,cytoskel mod,PLK1 kinase inh,FAK blocker,PTK2B oligo ant,LYP inh 2,EphB4 ephrin blk,PLK1 PBD inh,Rev-RRE block
COc1cccc(C(=O)NCc2cn3ccsc3n2)c1,-15,-4,-1,-3,/,14,4,-13,9
CN(Cc1nc(-c2ccccn2)no1)S(=O)(=O)c1ccccc1,2,-6,-3,0,0.23,-4,10,-7,9
CN(C)c1ccc(C(=O)C(O)c2ccccc2)cc1 (stereo not given),8,13,-5,-4,1.4,-2,2,-6,7
CCN(CC)CCNc1nc(-c2ccccc2)nnc1C(F)(F)F,-8,18,-10,-2,0.01,12,5,-2,10

# Later entries
SMILES,LYP act,cytoskel mod,PLK1 kinase inh,FAK blocker,PTK2B oligo ant,LYP inh 2,EphB4 ephrin blk,PLK1 PBD inh,Rev-RRE block
COc1ccccc1NC(=O)C1=C(C)NC2=C(C(=O)CCC2)C1c1ccc2c(c1)OCO2 (stereo not given),3,12,31,-2,-0.37,-6,-5,-12,2
CCOC(=O)C(NC(C)=O)(N1CCOCC1)C(F)(F)F (stereo not given),17,11,-8,-1,/,-19,-1,14,6
CC(c1ccccn1)N(CCN(C)C)C(=S)Nc1cccc(F)c1 (stereo not given),-10,7,-5,1,-0.59,11,-6,0,1
Cc1ccc(-n2nnnc2SCC(=O)c2c(N)n(CC(C)C)c(=O)n(C)c2=O)cc1,-8,15,-10,-1,2.4,6,-1,-9,4
O=C(Cn1c(=O)n(-c2ccccc2)c(=O)c2sccc21)N1CCCC1,8,-16,-9,0,0.73,-9,0,-19,10
CN(C)S(=O)(=O)c1cccc(NC(=O)COC(=O)c2ccc(Br)o2)c1,2,-9,-12,1,0.3,1,2,-20,0
COc1cccc(N2CCN(Cc3nc4ccccc4c(=O)[nH]3)CC2)c1,3,1,-11,-1,0.08,-8,13,7,5
O=C(Cc1cnn(-c2ccccc2)c1)c1ccc(O)c(O)c1O,-27,1,44,-1,-0.34,29*,-10,-9,-5
N#Cc1ccccc1NC(=O)Nc1cccc(Cl)c1,-9,16,-4,0,0.6,11,-4,-4,6
COc1ccccc1CNS(=O)(=O)c1c(C)noc1C,-2,4,0,-3,-0.73,-1,-9,9,3
CC1(C)CC(=O)C2=C(C1)OC(N)=C(C#N)C2c1cccc(OC(=O)c2ccco2)c1 (stereo not given),-4,-31,-9,-3,-1.3,3,-4,4,8
CCOC(=O)c1csc(NC(=O)CSc2nnnn2-c2ccc(OC)c(OC)c2)n1,2,19,3,-2,0.42,-3,4,5,4
CC(=O)c1cc(C#N)c(Oc2ccc(F)cc2)nc1C,6,-3,-10,1,0.38,-3,-5,-9,1
Fc1ccc(-c2cc(C(F)(F)F)nc(-n3cncn3)n2)cc1,2,-9,2,3,-0.23,-4,-10,-8,-1
CCOc1ccccc1NC(=O)NC1CCN(CC(=O)Nc2ccc3c(c2)OCCO3)CC1,14,-12,-4,0,-0.1,-10,-11,24,4
Cn1c(=O)c2c(nc(CN3CCN(c4ccccc4)CC3)n2CCCc2ccccc2)n(C)c1=O,7,0,-8,0,/,-10,1,-16,3
CC(=O)N1CCN(c2ccc(Oc3ncnc4sccc34)cc2)CC1,-2,0,-17,1,1,1,3,-7,7
COc1cc(C(C#N)N2CCOCC2)ccc1O (stereo not given),3,24,-11,-6,0.16,-6,6,4,1
CC12CN3CC(C)(CN(C1)C3c1ccc(Cl)cc1Cl)C2=O (stereo not given),13,4,-10,1,/,-14,-1,-12,-1
COc1ccc(NC2CC(=O)N(c3ccccc3)C2=O)cc1 (stereo not given),-3,9,-10,0,-1.1,3,1,-43,5
CNc1nc(N2CCc3ccccc32)ncc1F,0,-19,-3,-2,-0.78,-6,3,-1,0
CCOC(=O)Cn1c(=O)oc2cc(S(=O)(=O)N3CCCc4ccccc43)ccc21,3,-2,-6,3,/,-4,-3,-5,11
COc1cc2c(cc1NC(=O)c1ccco1)CCCC2,-9,-18,-1,1,-0.99,6,1,20,11
CCN(CC)C(=O)N1CCn2c(nc3ccccc32)C1,-9,18,6,-3,0.78,9,0,-27,10
CSc1nnc([C@@H](NC(=O)OC(C)(C)C)C(C)C)o1,-7,-4,-9,3,0.26,7,2,17,12
C=CCOC(=O)/C(=C\c1ccc(OC)cc1)NC(=O)c1ccco1,7,-2,-6,-6,0.01,-4,-11,-5,0
N#Cc1cccc(NC(=O)Nc2cccs2)c1,30,/,-3,2,0.86,-34,-1,0,5
O=C1N=C(N2CCOCC2)S/C1=C/c1ccc(-c2ccccc2Cl)o1,7,-1,1,-1,-0.08,-2,-7,12,-6
COC(=O)[C@@H](NC(=O)Nc1ccc(C(C)=O)cc1)C(C)C,10,-20,-11,7,-0.35,-13,2,3,7
COc1ccc(C(=O)Oc2cc(/C=N/NS(=O)(=O)c3ccccc3)ccc2OC)cc1,-6,-10,-14,0,-0.2,8,-2,-3,9
O=C(NCC1CCCO1)c1cccc(F)c1 (stereo not given),1,-13,-6,0,0.51,2,3,7,7
O=C(Nc1nnc(COc2ccc(Cl)cc2)s1)c1ccc([N+](=O)[O-])cc1,-22,6,-5,0,1.1,24*,3,5,5
